mHTT CaM bind – inhibitors of human mutant huntingtin-calmodulin interaction; P42858; AlphaScreen His-mHTT/GST-CaM binding, luminescence; inhibition, % at 15 µM; actives 3.6% (n = 190,000);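 also: 0% = both proteins with DMSO and 100% = one protein alone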
Pf apPOL inh – Pf-apPOL DNA polymerase inhibition; inhibition, % at 10 µM; AID 1794808; actives 0.25% (n = 210,000); Recombinant Pf-apPOL, molecular beacon fluorescence, 1.5 h
Active calls of the source: *; i = inactive; . = no result given; + = active, no number; & = joins results of further samples. Rule as the data show it: active = inhibition above about 50%; inactive = the rest.

SMILES | mHTT CaM bind | Pf apPOL inh
Cc1nc(-c2nonc2N)no1 | -2 | .
CN(C)c1ccc(C2N(Cc3ccccc3O)CCN2Cc2ccccc2O)cc1 | 24 | -8
Cc1ccc(F)cc1NC(=O)Cn1c(C)nc2c(c1=O)CCN(Cc1ccccc1)C2 | -8 | -2
COc1ccc(-c2noc(-c3ccc(C)cc3Cl)n2)cc1OC | -4 | 3
Cc1ccccc1NC(=O)CC1SC(=NC2CCCCC2)NC1=O (stereo unspecified) | 3 | -4
CCN(C)c1ccc(/C=C2\C(=O)NN(c3ccc(Cl)c(Cl)c3)C2=O)cc1 | -1 | -4
CC(=O)Nc1ccc(S(=O)(=O)NC(CC(=O)NC2CCCCC2C)C(C)C)cc1 (stereo unspecified) | -8 | -5
Cc1ccc([N+](=O)[O-])cc1NC(=O)CC(C)c1ccccc1 (stereo unspecified) | -2 | -6
COc1ccc(OC)c(-c2cc(C(=O)NCCN3CCOCC3)no2)c1 | -2 | -3
N#Cc1ccc(C(=O)Nc2cnc(-c3ccc(Cl)cc3)nc2)cc1 | 8 | -1
CC(C)Oc1ccc(/C=C2\NC(=O)N(Cc3ccccc3F)C2=O)cc1 | -2 | -4
Cc1ccc(CNc2cc(-n3ccnc3)ncn2)cc1C | -4 | -5
O=C(c1ccc(F)cc1)N1CCCn2c(SCc3ccccc3Cl)nnc21 | . | -1
CCOc1ccc2c(c1)sc(=NC(=O)c1cccc(N3C(=O)CCC3=O)c1)n2C | -3 | -4
CC(C)C(=O)N(Cc1cc(-c2ccccc2)on1)C1CC1 | -7 | -5
Cc1cc(C)cc(-n2nnc(C(=O)NCc3ccccc3Cl)c2N)c1 | 0 | -2
O=[N+]([O-])c1ccc(C=NCC23CC4CC(CC(Cl)(C4)C2)C3)cc1 | -3 | -1
COc1ccc(C2Oc3c(OC)cccc3C3CC(c4ccc(C)o4)=NN32)cc1OC (stereo unspecified) | 51* | -22
COC(=O)C(C#N)=C(NC(=O)c1ccccc1)SC | . | -4
O=C1CC2(CCN(C(=O)C3c4ccccc4Oc4ccccc43)CC2)Oc2ccccc21 | 3&1 | 0&-2
O=C(c1c[nH]c2ccc(S(=O)(=O)N3CCC4(CC3)OCCO4)cc2c1=O)N1CCOCC1 | -2 | -4
CN1CCN(c2cccc3c2S(=O)(=O)N[C@H](Cc2ccccc2)CO3)CC1 | -3 | -8
COCCNC(=O)c1nn2c(c1Cl)NC(c1ccc(Cl)cc1)CC2C(F)(F)F (stereo unspecified) | 28 | -3
Cc1nc(/C(N)=N/OC(=O)Cc2ccccc2)no1 | i | -2
CCN(CC)C(=O)CN(c1ccccc1)S(=O)(=O)c1cc(Br)ccc1OC | 8 | -7

Full records from above.
CCN(CC)C(=O)CN(c1ccccc1)S(=O)(=O)c1cc(Br)ccc1OC is listed with mHTT CaM bind = 8; Pf apPOL inh = -7
CCOc1ccc2c(c1)sc(=NC(=O)c1cccc(N3C(=O)CCC3=O)c1)n2C is listed with mHTT CaM bind = -3; Pf apPOL inh = -4

The list continues.
SMILES | mHTT CaM bind | Pf apPOL inh
O=C(NCCCNCCCNC(=O)c1ccc(/C=N/O)nc1)c1ccc(/C=N/O)nc1 | + | -3
O=C(CCCc1ccccc1)Nc1ccccc1 | -17 | -4
O=C(NCC(=O)N1CCCc2ccccc21)c1cncc(Br)c1 | -4 | -4
CC1CCN(C(=O)c2ccc(OCC3CCCN(C(=O)c4cccc(F)c4)C3)cc2)CC1 (stereo unspecified) | 5 | 2
Cc1ccc(S(=O)(=O)NCCSC(C)(C)C)cc1[N+](=O)[O-] | 0 | 4
C/C(=C\c1ccccc1)CN1CCN(c2ncccn2)CC1 | -3 | -4
CC1CC(NC(=S)Nc2ccc(I)cc2F)CC(C)(C)C1 (stereo unspecified) | . | 2
Cc1ccc(-n2nc3c(c2NC(=O)c2ccc(C(C)(C)C)cc2)CS(=O)(=O)C3)c(C)c1 | 13 | -6
CCc1ccc(S(=O)(=O)N2CCN(c3nc4ccccc4nc3C)CC2)cc1 | -16 | -1
CC1CCN(C(=O)c2c[nH]c3ccc(S(=O)(=O)N4CCC5(CC4)OCCO5)cc3c2=O)CC1 | 2 | -6
Cc1cccc(C)c1NC(=O)Cn1nnc(C(=O)NCc2ccccc2)c1N | 16 | -5
CC(=O)Nc1nc(-c2ccc(C)cc2)c(-c2ccccc2)s1 | 34 | 0
CC(C)CCNC1=CC(=O)CC(c2ccccc2)C1 (stereo unspecified) | -2 | -3
COc1ccc(CNS(=O)(=O)c2cc(Br)ccc2Br)c(OC)c1 | -7 | -2
O=C(c1ccc(Cl)s1)N1CCC(CCOc2ccccc2)CC1 | -78 | -2
O=C(NCc1cccs1)C1CCc2nc(N3CCN(C(=O)C4CCC4)CC3)sc2C1 (stereo unspecified) | 3 | 1
CCOc1ccccc1OCCCOc1ccccc1C=O | -35 | 12
C=CCNC(=O)c1cc(-c2cccnc2)nc2ccccc12 | -13 | -11
CCn1c(C(=O)NC)cc2sc(Cl)cc21 | 6 | -7
O=C(CCc1conc1-c1ccccc1)NCc1ccc2c(c1)OCO2 | 0 | -5
O=C1c2ccccc2C(=O)N1C1C(=O)N(c2ccc(Br)cc2)C1c1ccc(F)cc1 (stereo unspecified) | 6 | -2
COc1cc2nc(N3CCCN(C)CC3)nc(NC3CCN(Cc4ccccc4)CC3)c2cc1OC | . | 2
CN(C)CCCNC(=O)c1ccc(Cl)cc1 | -2 | -3
Fc1ccc(-c2noc(Cn3ccnc3)n2)cc1Br | -2 | -3
CC(C)c1cc(C2CCCN2C(=O)Nc2ccc3c(c2)OCCO3)no1 (stereo unspecified) | -3 | -2
Next entries.
SMILES | mHTT CaM bind | Pf apPOL inh
COc1cc(C)c(CN2CCc3c([nH]c4ccccc34)C2)cc1C | 100* | -7
COc1cc(CN2CCC(N3CCCCC3)CC2)cc(OC)c1OC | -1 | -3
N#CC(c1ccccc1)N1CCCCC1 (stereo unspecified) | . | 7
CCOC(=O)N1CCN(C(=O)CCc2csc(NC(=O)c3ccc(F)cc3)n2)CC1 | -15 | -8
COCCNC(=O)Cc1ccc(NC(=O)c2ccccc2C(F)(F)F)cc1 | -4 | -6
CCn1cc(CN2CCC(C(=O)NC(C)(C)C)CC2)c2cc(OC)ccc21 | 2 | -4
CC(=O)Oc1ccc2c(c1)OC(=Cc1ccccc1Cl)C2=O | 0 | 4
COc1cc2c(cc1OC)C(C(=O)NC1CCCC(C)C1C)C(c1cccs1)N(C)C2=O (stereo unspecified) | 26 | 5
Cc1nc([N+](=O)[O-])c(Sc2nc3ccccc3[nH]2)n1Cc1ccccc1 | 4&7 | -1&-2
Cc1ccc(NC(=O)N2CCCC(OCc3ccccc3)C2)cc1 (stereo unspecified) | 4 | -3
COc1cc2c(cc1OC)C(C(=O)NCCC1=CCCCC1)C(c1cccs1)N(C)C2=O (stereo unspecified) | 5 | -3
COc1ccc(OC)c(-c2cc3ccc(O)c(CN(C)C)c3oc2=O)c1 | -6 | -2
CC(C)(C)C(=O)Nc1ccc(C(=O)Nc2ccc(OCC(=O)O)cc2)cc1 | 0 | -4
COc1ccccc1-c1onc(C)c1C(=O)NCc1ccccc1C | -8 | 0
CCOc1ccc(C(=O)Nc2cc(Cl)cc(Cl)c2)cc1[N+](=O)[O-] | -2 | -5
CC1=CC=CN2CC(O)CN=C12 (stereo unspecified) | -4 | -9
COCCNC(=O)c1oc2ccccc2c1C | -3 | -2
O=C(Nc1c2c(nn1-c1ccccc1)CSC2)c1cccs1 | 32 | 7
C=CCc1cc(C=O)cc(OCC)c1O | -2 | -2
COc1ccc(N2C(=O)CC(C(=O)N3CCCCC3C)C2c2ccc(F)cc2)cc1 (stereo unspecified) | 0 | -3
Cc1nnc(NC(=O)c2ccccc2O)s1 | 0 | -3
CCOC(=O)CCSCc1nc2ccccc2c(=O)[nH]1 | -5 | 1
CC(C)C(=O)NCc1csc(C2CCCN(S(=O)(=O)c3ccc(C#N)cc3)C2)n1 (stereo unspecified) | -1 | -7
N#Cc1ccc(N=Cc2cc(I)cc(I)c2O)cc1 | 53* | 0
CN(CC(=O)Nc1cccc2c1CCCC2)S(=O)(=O)c1ccc(Br)s1 | 3 | -2

Some of the entries so far, with values under each structure:
Each structure is followed by: mHTT CaM bind | Pf apPOL inh
> CN(CC(=O)Nc1cccc2c1CCCC2)S(=O)(=O)c1ccc(Br)s1
 : 3 | -2
> Cc1nnc(NC(=O)c2ccccc2O)s1
 : 0 | -3
> COc1cc(C)c(CN2CCc3c([nH]c4ccccc34)C2)cc1C
 : 100* | -7
> CCn1cc(CN2CCC(C(=O)NC(C)(C)C)CC2)c2cc(OC)ccc21
 : 2 | -4
> Cc1ccc(NC(=O)N2CCCC(OCc3ccccc3)C2)cc1 (stereo unspecified)
 : 4 | -3

The main list resumes, starting 5 compounds before the break.
SMILES | mHTT CaM bind | Pf apPOL inh
Cc1nnc(NC(=O)c2ccccc2O)s1 | 0 | -3
CCOC(=O)CCSCc1nc2ccccc2c(=O)[nH]1 | -5 | 1
CC(C)C(=O)NCc1csc(C2CCCN(S(=O)(=O)c3ccc(C#N)cc3)C2)n1 (stereo unspecified) | -1 | -7
N#Cc1ccc(N=Cc2cc(I)cc(I)c2O)cc1 | 53* | 0
CN(CC(=O)Nc1cccc2c1CCCC2)S(=O)(=O)c1ccc(Br)s1 | 3 | -2
Cc1ccccc1C(=O)N1CCN(c2cccc(Cl)c2)CC1 | 4 | -1
O=C(NCc1ccccn1)C(=O)Nc1nc(C23CC4CC(CC(C4)C2)C3)cs1 | 26 | -4
O=S(=O)(c1ccc(-n2cccn2)cc1)N1CCCc2ccccc21 | . | 0
Cc1ccc(NC(=O)COc2ccc(Cl)cc2)c([N+](=O)[O-])c1 | 5 | 2
CCOc1ccc(N=C(NN)c2ccc3ccccc3n2)cc1 | 56* | -7
COc1ccccc1CC(=O)N1CCCC1c1cc(C)no1 (stereo unspecified) | -4 | 0
Cc1ccc(C2=N/C(=C\c3sccc3C)C(=O)O2)cc1[N+](=O)[O-] | 39 | -2
Cc1ccc(S(=O)(=O)c2nc(-c3ccco3)oc2SCC(=O)Nc2ccc(F)cc2)cc1 | 15 | 5
Cc1ccc(NC(=O)CSC2=NC(=O)CS2)cc1 | -5 | -3
COc1ccc(N2C=C(C(=O)N3CCCC3)S(=O)(=O)c3ccc(Cl)cc32)cc1 | 44 | 0
CS(=O)(=O)N(CC(=O)N1CCCC1)c1ccc(Cl)c(Cl)c1 | -1 | -4
O=C(NC1CCCCCC1)C1CCN(S(=O)(=O)N2CCC3(CC2)OCCO3)CC1 | -6 | -17
O=C1OC(c2cccc(Br)c2)=N/C1=C\c1ccco1 | 3 | -4
CCC(=O)Nc1ncc2c(n1)CC(c1cc(OC)c(OC)c(OC)c1)CC2=O (stereo unspecified) | -2 | -1
CC(C)(C)c1cc(C(=O)Nc2cc(F)ccc2F)nc2ccnn12 | -10 | -2
COc1cccc(NS(=O)(=O)c2cc(Br)cc3c2N(C(C)=O)CC3)c1 | 3 | -6
COc1ccccc1C1SCCN1C(=O)c1ccc([N+](=O)[O-])cc1 (stereo unspecified) | 10 | -3
CN(Cc1ccccc1)C(=O)CCn1c(=O)[nH]c2ccsc2c1=O | 6 | -11
C=C(C)CC1CC=C(Br)C(CC(=C)C)N1 (stereo unspecified) | -5 | -28
CCN1C(=O)Cc2ccccc2C1C(=O)NCc1ccco1 (stereo unspecified) | 29 | -1
N#Cc1cccnc1NNC(=O)c1ccccc1C(=O)O | . | -19
CC(C)C(=O)Nc1cccc(NC(=O)C(c2ccccc2)c2ccccc2)c1 | 5 | -3
CCN1CCN(C(=O)C2CCN(c3nnc(-c4ccc(C)cc4)o3)CC2)CC1 | 36 | -7
CCCCOc1ccc(NC(=O)CSc2ncccn2)cc1 | -6 | 10
COc1ccc(CCNC2CC(=O)N(C)C2=O)cc1OC (stereo unspecified) | -2 | -1
New compounds follow.
SMILES | mHTT CaM bind | Pf apPOL inh
Cc1cccc(N(CC(=O)Nc2ccccc2Cl)S(C)(=O)=O)c1C | -4 | -4
Cc1ccccc1-c1nc(C2CCN(S(=O)(=O)c3cccc(Cl)c3C)CC2)no1 | -10 | -3
Cc1ccccc1C1CCCN1C(=O)c1cccc(F)c1 (stereo unspecified) | 3 | 3
C/C(=N\OCc1nc2c3c4c(sc3ncn2n1)CCCC4)c1cccs1 | i | 1
COC(=O)C1CN(Cc2ccc(OC)cc2)CCS(=O)(=O)N1Cc1ccc(C)cc1 (stereo unspecified) | -6 | -7
COc1cccc(CNC(=O)CNS(=O)(=O)c2ccc(Br)s2)c1 | -9 | 1
CC(Oc1ccccc1)C(=O)Nc1nnc(C(C)(C)C)s1 (stereo unspecified) | -10 | -9
NC(=NOS(=O)(=O)c1ccc(Cl)cc1)c1ccc(C(F)(F)F)cc1 | . | 3
COc1cc(-c2ccc(/C=C3/SC(NC(C)=O)=NC3=O)o2)c(OC)cc1Cl | 5 | 6
COc1cc(/C=C(\C#N)c2nc3ccccc3s2)cc([N+](=O)[O-])c1O | 19 | -6
Cc1nc2n(Cc3ccccc3)c3ccccc3n2n1 | -8 | -2
COc1cc(C(CC(=O)O)CC(=O)N2CCC(n3cccc3)CC2)cc(OC)c1OC (stereo unspecified) | . | -8
Cc1cc(C(=O)NC(C)c2ccccc2)nc2cc(-c3cccs3)nn12 (stereo unspecified) | -108 | -2
Cc1oc2cc(OCCN3CC4CC(C3)c3cccc(=O)n3C4)ccc2c(=O)c1-c1ccccc1 (stereo unspecified) | 3 | 9
COCCN1COc2ccc3c(c2C1)OC(=Cc1ccc(F)cc1)C3=O | 14 | -7
Cc1ccc(-c2cc(C(=O)NCc3ccc(S(N)(=O)=O)cc3)c3ccccc3n2)cc1C | 7 | -2
O=C(c1cccc(F)c1)N1CCCC2(CC(c3cccc(Cl)c3)=CO2)C1 (stereo unspecified) | 6 | 0

Shown as labelled records: 2 of the compounds above
Cc1ccccc1-c1nc(C2CCN(S(=O)(=O)c3cccc(Cl)c3C)CC2)no1
  mHTT CaM bind = -10 | Pf apPOL inh = -3
Cc1ccccc1C1CCCN1C(=O)c1cccc(F)c1 (stereo unspecified)
  mHTT CaM bind = 3 | Pf apPOL inh = 3
